TGFb inhibitor – TGF-b pathway inhibition; HepG2 CAGA-GFP TGF-b/SMAD3 reporter, GFP fluorescence, 18 h; TGF-beta stimulated, 500 pg/mL final; Potency, µM (highest dose often 46.1 µM), without a hit: top-dose activity, negative = inhibition, most hits filed as inhibitors; actives 1.2% (n = 410,000); further: potency means the concentration at half of the fitted maximal effect; on the % scale 0 is the no-effect control and ±100 the full control effect; nearly all actives have a fitted effect of over 65% in size
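Inhibition was scored as loss of TGF-beta-induced (500 pg/mL final, 18 hours, 37 degrees C) GFP in HEPG2 cells carrying a CAGA-GFP reporter, in DMEM with 1% FBS. Well GFP was summed per cell; Activity was normalised to unstimulated and stimulated DMSO wells, then concentration-response fitting.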
MCF10A rereplic – induces DNA re-replication in MCF 10a normal breast cells. MCF 10A DNA re-replication, Hoechst nuclear intensity, 48 h. Potency, µM (titrated, usually from 46.1 µM), without a hit: at the highest dose activity, positive = re-replication, most hits filed as activators. actives 2.9% (n = 350,000). AID 624296; further: potency means the concentration at half of the fitted maximal effect; % of control where 0% means no effect; nearly all actives have a fitted effect of over 50% in size
Nrf2 ARE act – Nrf2 pathway activation; AREc32 ARE-luciferase reporter (MCF7-derived line), luminescence, 24 h; Potency, µM (doses to about 46.1 µM), without a hit: top-dose activation, hits mostly activators; actives 0.31% (n = 410,000); further: potency means the concentration at half of the fitted maximal effect; % of control where 0% means no effect; nearly all actives have a fitted effect of over 65% in size
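Reporter line AREc32 (ARE-Fluc), seeded overnight in OPTI-MEM with 5% FBS; compound pin-transferred, 24 hr at 37 deg C, 5% CO2; luminescent read-out.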
IL1B secr inh – blocks inflammasome-driven IL-1 beta release; THP-1 LPS/ATP IL-1B secretion, AlphaLISA, 16 h; stronger effect = lower value; activity change, % at 57.5 µM; actives 4.7% (n = 360,000); AID 743279; in the data active means activity change below about -50%; inconclusive means mostly about -30% to -49%; further: on the % scale 0 is the no-effect control and ±100 the full control effect
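THP-1 cells pretreated 1 hr with compounds (up to 57.5 uM final), then stimulated with LPS (250 ng/mL final) plus ATP (1.25 mM final); secreted IL-1B measured by AlphaLISA after 16 hr, decreased signal indicating inhibition.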
ATXN2 expr inh – ATXN2 expression inhibition; HEK-293 ATXN2-luciferase reporter, luminescence, 24 h; Potency, µM (doses to about 57 µM), without a hit: at the highest dose activity change, negative = inhibition, usual class: inhibitors; actives 0.72% (n = 360,000); further: potency means the concentration at half of the fitted maximal effect; on the % scale 0 is the no-effect control and ±100 the full control effect; nearly all actives have a fitted effect of over 55% in size
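qHTS (up to 57 uM final) was run with 24 h compound exposure of reporter cells at 37 °C. Each well was multiplexed: SteadyGlo luminescence measured ATXN2-luciferase expression after a fluorogenic Gly-Phe-AFC viability readout (25 uM final).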
HepG2 viability – HepG2 cytotoxicity, counter-screen for TGF-b inhibitors | HepG2 CAGA-GFP viability, ATP luminescence, 18 h | Potency, µM (doses to about 46.1 µM), inactives show top-dose activity change, negative = cytotoxicity, actives largely listed as cytotoxic | actives 0.76% (n = 410,000) | AID 588856; further: potency means the concentration at half of the fitted maximal effect; some results filed as inactive show a strong effect at the top dose
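CellTiter-Glo luminescence gave cytotoxicity after 18 hours at 37 degrees C. The cells were HepG2 CAGA-GFP in 1% FBS DMEM, stimulated with 500 pg/mL TGF-beta after compound addition. %Activity was normalised to no-cell wells (complete cell-killing) and DMSO (no toxicity), and curves were fitted and classified.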
ATXN viability – viability counter-screen for ATXN expression inhibitors; actives 0.49% (n = 400,000); S2 cells (HEK-293 line with an ATXN2-luciferase reporter) viability, CellTiter-Fluor protease fluorescence, 24 h; Potency, µM (doses to about 56.7 µM), most hits filed as cytotoxic; further: potency means the concentration at half of the fitted maximal effect; nearly all actives have a fitted effect of over 40% in size
A549 tox – A549 cytotoxicity, counter-screen for Nrf2 inhibitors. A549 ARE-Fluc cells, CellTiter-Fluor viability, 18-24 h. Potency, µM (top dose mostly 46 µM), for inactives: top-dose activity change, negative = cytotoxicity, usual class: inhibitors. actives 0.16% (n = 390,000). AID 504648; further: potency means the concentration at half of the fitted maximal effect; on the % scale 0 is the no-effect control and ±100 the full control effect
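A549 ARE_Fluc cells in 5% FBS OPTI-MEM were exposed to compounds in concentration-response for 18-24 h at 37 deg C. Viability was read by CellTiter-Fluor fluorescence (Ex 405/Em 525) after 30 min, before the luciferase read.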
Nrf2 inh – Nrf2 pathway inhibition. actives 2.1% (n = 360,000). A549 ARE-Fluc reporter, luciferase luminescence, 18-24 h. Potency, µM (doses to about 46 µM), without a hit: at the top dose activity change, negative = inhibition, hits mostly inhibitors; further: potency means the concentration at half of the fitted maximal effect; on the % scale 0 is the no-effect control and ±100 the full control effect; nearly all actives have a fitted effect of over 60% in size
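Reporter: ARE-Fluc in A549. Exposure: 18-24 h, 37 °C, 5% CO2, 5% FBS OPTI-MEM. Readouts: fluorescent cytotoxicity (CellTiter-Fluor), then luminescent Nrf2 signal after BugLite.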
Active calls of the source: *; i = inactive; ? = inconclusive; / = not tested or not shown; & = joins results of further samples; [ ] = another dose, or the depositor's remark. Unless noted, the call rests on the fitted dose curve; in most records, active means well fitted curve in the direction sought with a large enough effect; inconclusive means small, poorly fitted or top-dose-only effect, or another doubt; inactive means no such curve, though single readings can be large; an effect the other way counts as inactive or inconclusive.

[1] COc1cc(C)c(NC(=O)C(=S)NCc2ccccc2)cc1C
[2] CCOC(=O)c1ccccc1NC(=O)CSc1nc2ccccc2o1
[3] Cc1cnc(CN(C)C(=O)CC2C(=O)NCCN2CCCc2ccccc2)[nH]1 (stereo not given)
[4] COCCCN(C(=S)Nc1cc(C)cc(C)c1)C(C)c1ccncc1 (stereo not given)
[5] COc1cc(OC)nc(NC(=O)CSc2nc3ccccc3[nH]2)n1
[6] COc1ccc(C(O)(CCC(C)C)C(CN2CCOCC2)c2ccccc2)cc1 (stereo not given)
Compound	1	2	3	4	5	6
TGFb inhibitor	-1%	10%	21%	-17%	-13%	?
MCF10A rereplic	-2%	-2%	9%	-2%	?	?
Nrf2 ARE act	-0.2%	5.2%	2.3%	-0.2%[9.22 µM]	0.8%	6.0%
IL1B secr inh	-22	-5	-3	-3	20	?
ATXN2 expr inh	-28%	37%[activator]	5%	1%	7%	-19%
HepG2 viability	3%	-33%	-23%	-5%	-5%	-30%
ATXN viability	i	i	i	i	i	i
A549 tox	10%	16%	2%	22%	5%	-14%
Nrf2 inh	1%	/	1%	2%	6%	-7%

[7] S=C(Nc1ccc(OCc2ccccc2)cc1)Nc1cccc(Cl)c1Cl
[8] COc1ccc(CC(=O)N/N=C/c2sccc2C)cc1
[9] O=C(N/N=C/c1cccc(O)c1)C(=O)N1CCCCCC1
[10] COc1ccc(OC)c(CNC(=O)CCCn2ccc3cc(S(=O)(=O)N4CCCC4)ccc32)c1
[11] Cc1oc(-c2ccccc2)nc1CS(=O)CC(=O)O (stereo not given)
[12] COC(=O)Cn1c(C)nc([N+](=O)[O-])c1Br
Compound	7	8	9	10	11	12
TGFb inhibitor	-22%	-1%	18%	-1%&-1%	0%	?
MCF10A rereplic	4%	-4%	-17%	4%	6%	0%
Nrf2 ARE act	2.1%	4.1%	0.1%	1.2%&1.0%	-1.0%	21%
IL1B secr inh	-28	-10	18	2	7	?
ATXN2 expr inh	5%	13%	-3%	-19%&-26%	6%	-10%
HepG2 viability	-15%	4%	2%	-5%&-22%	-9%	-16%
ATXN viability	i	i	i	?	i	i
A549 tox	13%	0%	-1%	?	4%	-17%
Nrf2 inh	2%	-6%	10%	15µM*	-8%	-8%

One compound at a time, as listed above. Values in the order: TGFb inhibitor | MCF10A rereplic | Nrf2 ARE act | IL1B secr inh | ATXN2 expr inh | HepG2 viability | ATXN viability | A549 tox | Nrf2 inh
Cc1oc(-c2ccccc2)nc1CS(=O)CC(=O)O (stereo not given) across the screens: 0% | 6% | -1.0% | 7 | 6% | -9% | i | 4% | -8%
COC(=O)Cn1c(C)nc([N+](=O)[O-])c1Br across the screens: ? | 0% | 21% | ? | -10% | -16% | i | -17% | -8%
O=C(N/N=C/c1cccc(O)c1)C(=O)N1CCCCCC1 across the screens: 18% | -17% | 0.1% | 18 | -3% | 2% | i | -1% | 10%
COc1ccc(OC)c(CNC(=O)CCCn2ccc3cc(S(=O)(=O)N4CCCC4)ccc32)c1 across the screens: -1%&-1% | 4% | 1.2%&1.0% | 2 | -19%&-26% | -5%&-22% | ? | ? | 15µM*

Remaining list, next part.
[13] CC(C)c1ccc(NC(=O)CN(C)S(=O)(=O)c2ccc3c(c2)c(=O)n(C)c(=O)n3C)cc1
[14] CCOC(=O)c1cc(C)nc(SC)c1C#N
[15] Cc1oc2ncn(CC(C)C)c(=O)c2c1C(=O)NCCCN1CCCCC1
[16] CCOC(=O)c1ccccc1NC(=O)Cn1cnc2c(cnn2-c2ccc(F)cc2)c1=O
[17] Fc1ccc(Cn2nnc(-c3ccc(Cl)cc3)n2)cc1
[18] O=C(c1ccco1)c1cn(CC(=O)N2CCCCCC2)c2ccccc12
Compound	13	14	15	16	17	18
TGFb inhibitor	-17%	-5%	17%	0%	10%	-19%
MCF10A rereplic	/	-1%	/	-4%	-1%	4%
Nrf2 ARE act	-0.7%	0.4%	-0.7%	0.2%	-0.1%	2.3%
IL1B secr inh	/	-4	/	-19	-21	5
ATXN2 expr inh	-5%	-4%	-8%	-16%	50%[activator]	-17%
HepG2 viability	-2%	-36%	2%	0%	2%	36%
ATXN viability	i	i	i	i	i	?
A549 tox	1%	-12%	15%	6%	-2%	-7%
Nrf2 inh	-11%	-29%	?	9%	?	3%

More records.
Second line of a record: TGFb inhibitor | MCF10A rereplic | Nrf2 ARE act | IL1B secr inh | ATXN2 expr inh | HepG2 viability | ATXN viability | A549 tox | Nrf2 inh
19: Cc1cc(C)c(C(O)c2ncc(-c3ccccc3F)[nH]2)c(C)c1 (stereo not given)
  -12% | / | 0.4% | -20 | -17% | -34% | i | / | /
20: O=C(O)C1CC(O)CN1S(=O)(=O)c1cccs1 (stereo not given)
  0% | 1% | -0.1% | -10 | -7% | 20% | i | 6% | 4%
21: Cc1[nH]c(C)c2c(=O)n(Cc3ccc(Cl)cc3)ncc12
  30% | -6% | 0.1% | -9 | / | 33% | i | -1% | 23%
22: CC(C)[C@H](NC(N)=O)C(=O)NCCc1ccc(Cl)cc1Cl
  -3% | ? | 0.2% | -23 | -15% | -34% | i | 20% | 2%
23: COc1ccccc1NC(=O)CN1CCN(CC(=O)Nc2ccc3c(c2)OCCO3)CC1
  2% | 2% | 3.1% | -29 | 33% | -2% | i | -3% | /
24: CC1(C)Cc2nc3sc4c(=O)n(CC(=O)NCc5ccco5)cnc4c3cc2CO1
  0% | 9.2µM* | 4.1% | 36 | 0% | -10% | ? | -11% | /
25: CCN(c1cccc(C)c1)S(=O)(=O)c1ccc2[nH]c(=O)c(=O)[nH]c2c1
  5% | 14% | -0.2% | 7 | 2% | 4% | i | -11% | -2%
26: Cc1c(S(=O)(=O)N(C)C2CCCCC2)c(=O)n(C)c(=O)n1C
  -1% | -2% | -0.8% | 11 | 3% | 5% | i | -1% | 15%
27: COc1cc2c(cc1OC)C(c1ccccc1)N(C(=O)c1ccccc1F)CC2 (stereo not given)
  7% | -2% | -0.4% | -19 | / | -20% | i | 2% | 2%
28: O=C(NC1CCc2ccccc21)c1cc(COc2cncc(Cl)c2)on1 (stereo not given)
  0% | 1% | 3.0% | -62* | 8% | -3% | i | -8% | -22%
29: N#Cc1ccc(COC(=O)CSc2nnc(N)s2)cc1
  2% | -3% | -0.7% | -9 | ? | 0% | i | -3% | 13%
30: Cc1nn(CCCC(=O)Nc2c(F)cc(F)cc2Br)c(C)c1[N+](=O)[O-]
  2% | -1% | -0.2% | 7 | / | 6% | i | 16% | ?
31: Cc1ccc(S(=O)(=O)NC2=NCCC2)cc1
  -11% | 1% | -0.8% | 27 | 0% | -10% | i | -5% | 7%
32: CC1(C(=O)NS(=O)(=O)C2CC2)CCN(C(=O)c2ccccc2F)C1 (stereo not given)
  5% | / | -0.2% | 16 | 9% | 0% | i | / | /
33: O=c1[nH][nH]c2c1[C@H](c1ccccc1)O[C@H](C1CCCCC1)C2
  / | / | -0.1% | -16 | -2% | / | ? | / | /
34: CCc1c(C#N)c(SCc2c(C)noc2C)nc2c1C(=O)CC(C)(C)C2
  ? | 9.2µM* | 7.8% | 9 | 3% | 2% | i | 0% | ?
35: COc1ccc(CC(=O)NCCS(=O)(=O)N2CCN(c3ccc(F)cc3)CC2)cc1OC
  -11%&-3% | -2% | -0.4%&-0.1% | 40 | 1% | 10%&-1% | i | 2%&5% | -11%
36: COc1ccc(C(=O)NCCS(=O)(=O)N2CCCCCC2)cc1
  3% | 1% | 0.0% | -10 | 16% | -13% | i | 1% | 14%
37: CCSc1ccc(-c2ccco2)nn1
  -10% | 1% | 17% | -8 | 2% | -21% | i | -7% | ?
38: Cc1oc(-c2ccccc2)nc1C(=O)OCC(=O)NCc1ccc(F)cc1
  4% | / | -0.8% | 10 | / | -1% | i | / | /
39: CN(C)CCNc1nc(S(=O)(=O)c2ccccc2)c(Cl)s1
  -13% | 13% | -0.7% | -8 | -18% | 2% | i | -4% | 5%
40: Fc1ccccc1/C=N/NC(=S)Nc1ccc(Cl)cc1Cl
  -4% | ? | 0.6% | 43 | -23% | -27% | ? | ? | -21%
41: COc1cc(N)ccc1NC(=O)c1cc2ccccc2o1
  16% | 0% | 8.0% | -11 | / | -4% | i | -1% | ?
42: Cc1cc(N2CCOCC2)nc2ccc(NC(=S)N3CCN(c4ccccc4)CC3)cc12
  -8% | 211% | 2.7% | -27 | -6% | -1% | i | ? | 5%
43: Cc1ccc(N2C(=O)Cc3ccccc3C2=O)cc1
  -2% | 4% | -0.7% | 23 | 4% | -3% | i | 0% | 10%
44: Cc1ccc(-c2nnn(CC(=O)N(CC(=O)NC3CCCCC3)c3cnc4ccccc4c3)n2)o1
  -22% | 18% | 0.0% | -12 | 0% | -1% | i | -7% | -26%
45: CCn1nc(C)cc1C(=O)N1CCCC(Nc2ccc(F)c(F)c2)C1 (stereo not given)
  -5% | 2% | -0.7% | 7 | -4% | -1% | i | -7% | -15%
46: COc1ccc(C)cc1N(C(=O)c1snc(C(N)=O)c1N)C(C(=O)NC1CCCCC1)c1ccc(C)o1 (stereo not given)
  ? | 26% | 5.9% | -55* | -6% | 6% | i | -16% | ?
47: CCOC(=O)C1CCN(C(=O)CCc2c(C)nc3ncnn3c2C)CC1
  -9% | 2% | 0.0% | 19 | -10% | -10% | i | 1% | -14%
48: CCOC(=O)N1CCN(S(=O)(=O)c2cccc3cccnc23)CC1
  -10% | 1% | -0.6% | 24 | 8% | -3% | i | -13% | -10%
